# Compound activity as filed in PubChem.
# OX1R antag-1 = antagonists of human orexin 1 receptor (OX1R). AID 485270. O43613. inhibition, % at 6.6 µM. 330,000 tested, 1.8% active. OX1R-expressing cells, FRET antagonist read-out; in the data active means inhibition mostly above about 38%, no sharp cut-off; inactive means mostly below about 40%;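 further: 0% = agonist challenge alone and 100% = reference antagonist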
# Target sequence (O43613 whole entry, looked up): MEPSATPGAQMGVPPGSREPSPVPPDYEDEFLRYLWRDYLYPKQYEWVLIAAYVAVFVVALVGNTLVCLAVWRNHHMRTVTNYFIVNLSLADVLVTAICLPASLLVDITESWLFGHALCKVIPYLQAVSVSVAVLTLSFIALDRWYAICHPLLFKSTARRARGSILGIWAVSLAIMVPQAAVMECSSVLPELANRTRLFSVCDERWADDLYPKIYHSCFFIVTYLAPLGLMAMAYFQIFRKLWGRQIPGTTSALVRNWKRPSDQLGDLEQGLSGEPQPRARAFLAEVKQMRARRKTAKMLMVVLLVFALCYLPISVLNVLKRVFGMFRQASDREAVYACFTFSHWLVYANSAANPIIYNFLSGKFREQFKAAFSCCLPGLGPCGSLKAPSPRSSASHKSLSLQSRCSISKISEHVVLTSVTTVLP
# OX1R antag-2 = human HCRTR1 antagonism; AID 434989; O43613; CHO/OX1R cells, Fluo-8 calcium fluorescence, orexin A; inhibition, % at 5 µM; 330,000 tested, 0.43% active;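 active means inhibition above its plate's threshold, mean inhibition of all tested compounds on the plate plus 3 SD, cut at about 37% in these data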;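 further: 0% = orexin A challenge wells and 100% = SB-334867-A antagonist wells; not every result past the cut was called active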
# * marks the source's active call; other numbers are inactive results; & = joins results of further samples.
OX1R antag-2	OX1R antag-1	compound
25	36	O=C(Nc1cc(S(=O)(=O)N2CCCCC2)ccc1Cl)c1ccccc1NS(=O)(=O)c1ccc(F)cc1
-20	40*	Cc1cc(=O)[nH]c(SCC(=O)C23CC4CC(CC(C4)C2)C3)c1C#N
-18	8	COc1ccc(N2CCN(C(=O)CSc3nnc4nc(C)cc(C)n34)CC2)cc1
-12	20	O=C(NCCC1=CCCCC1)C1CCCN(S(=O)(=O)c2cccnc2)C1 (configuration not stated)
-16	11	Cc1noc(C)c1CSc1nc2ccccc2[nH]1
-19	4	CN(CC(=O)NCc1ccccc1Cl)CC(=O)Nc1ccccc1Br
-7	15	CC(C)Cc1nc2oc3c(=O)[nH]cnc3c2c2c1CCCC2
-28	7	CCCSc1nc2sc3c(c2c(=O)[nH]1)CC(C)(CC)OC3 (configuration not stated)

# Brought forward from above: 6 compounds, then new ones.
OX1R antag-2	OX1R antag-1	compound
-18	8	COc1ccc(N2CCN(C(=O)CSc3nnc4nc(C)cc(C)n34)CC2)cc1
-12	20	O=C(NCCC1=CCCCC1)C1CCCN(S(=O)(=O)c2cccnc2)C1 (configuration not stated)
-16	11	Cc1noc(C)c1CSc1nc2ccccc2[nH]1
-19	4	CN(CC(=O)NCc1ccccc1Cl)CC(=O)Nc1ccccc1Br
-7	15	CC(C)Cc1nc2oc3c(=O)[nH]cnc3c2c2c1CCCC2
-28	7	CCCSc1nc2sc3c(c2c(=O)[nH]1)CC(C)(CC)OC3 (configuration not stated)
-15	19	CC(C)(C)c1ccc(-c2csc(NNC3=NCCCCC3)n2)cc1
-15	18	COc1ccc2oc(/C=C/N(C)C)c(C(=O)c3ccc(Cl)cc3)c2c1
3	11	O=C(Nc1nnc(C2CC2)s1)c1ccccn1
-6	5	CCOC(=O)N1CCN(Cc2c(O)ccc3ccccc23)CC1
-18	13	O=C1CCc2cc(S(=O)(=O)N3CCCC3C(=O)N3CCN(c4ccccc4F)CC3)ccc2N1 (configuration not stated)
-15	7	CCc1nnc(NC(=O)C(C)N2C(=O)C3C4C=CC(C4)C3C2=O)s1 (configuration not stated)
1	-8	O=C1CN(C(=O)COc2c(F)c(F)cc(F)c2F)c2ccccc2N1
-7	35	O=C(O)Cc1ccc(-c2ccccc2-c2ccccc2)cc1
-13	-4	CCOc1ccc(C(=O)N2CCN(C(=O)c3ccco3)CC2)cc1OCC
-21	35	COc1cccc(/C=N/NC(=O)CCCc2ccc(OC)c(C)c2)c1
-5&-5	14&10	Cc1cc(C)nc(NS(=O)(=O)c2ccc(N)cc2)n1
-9	10	COc1cccc(N2C(=O)CC(N3CCN(CCN=CC4=C(O)CC(C)(C)CC4=O)CC3)C2=O)c1 (configuration not stated)
-42	14	Cc1cc(N/N=C/c2cccc(Cl)c2)nc(-n2nc(C)cc2C)n1
-11	15	CN(C(=O)CSc1nnc(NC2CCCCC2)s1)C1CCS(=O)(=O)C1 (configuration not stated)
-13	7	Cc1sc2ncnc(SCC(=O)N3CCOCC3)c2c1C
-18	8	COCC1CCN(C(=O)C2CCC(=O)N(C3CCCC3)C2)CC1 (configuration not stated)
-4	12	Cn1cnc([N+](=O)[O-])c1Oc1cccc(O)c1
-16	8	COc1ccc(Nc2nc(Nc3ccc(OC)cc3OC)nc(N3CCN(C)CC3)n2)c(OC)c1
-21	9	Cc1cc(C)nc(S/C=C/C(=O)c2ccccc2)n1
-34	49	Cc1nc(NCc2ccccn2)c2c3c(sc2n1)CCCC3
-17	6	O=C(N1CCN(CCO)CC1)N1c2ccccc2C=Cc2ccccc21
-36	11	COc1cccc(C(=O)Nn2c(-c3cccs3)nc3ccccc3c2=O)c1OC
24	21	COC(=O)c1cccc(NC(=O)Nc2ccc(Cl)cc2)c1
8	15	O=C(C[n+]1ccccc1)N/N=C/c1cccs1

# Reprinted at random: 2 records from the list
OX1R antag-2	OX1R antag-1	compound
-17	6	O=C(N1CCN(CCO)CC1)N1c2ccccc2C=Cc2ccccc21
-34	49	Cc1nc(NCc2ccccn2)c2c3c(sc2n1)CCCC3

# Further structures:
OX1R antag-2	OX1R antag-1	compound
-12	29	CN(C)S(=O)(=O)c1ccc(C(=O)/C=C/c2cccnc2)cc1
1	14	CCc1ccc(-c2ccc(C(=O)C(F)(F)F)[nH]2)cc1
-16	22	O=C(O)CONC(=O)c1cc(OCC(F)(F)F)ccc1OCC(F)(F)F
9	5	C=CCC[C@@H](Cc1ccc(F)cc1)C(=O)OC[C@H](Cc1c[nH]c2ccccc12)NC(=O)[C@H](CC=C)CC(=O)N(CCO)Cc1ccccc1
-15	18	CC(C)(C)C1=C(C#N)C(c2cc3c(cc2Br)OCO3)C(C#N)=C(N)O1 (configuration not stated)
-9	7	C/C(Sc1nnc(Cc2ccccc2)o1)=C(/O)c1ccccc1
13	63*	COc1cc(OC)cc(C(=O)NCc2cc(C)nc3ccccc23)c1
-5	15	O=C(O)c1cnn(-c2ccccc2)c1-n1cccc1
-23	9	COc1ccc(NS(=O)(=O)c2ccc(Br)cc2)cn1
-12	10	COc1cccc(NC(=O)COC(=O)c2ccccc2C(=O)N(C)c2ccccc2)c1
1	11	O=C(/C=C/c1ccc(Cl)cc1)Nc1ccc(Br)cn1
-8	15	CCN(C(=S)Nc1ccc(C(C)=O)cc1)C1CCCCC1
-14	21	O=C(C1CCCN1C(=O)c1cccs1)N1CCc2ccccc21 (configuration not stated)
-3	11	COc1ccc(NC(=O)c2ccc3ccccc3c2)cc1
-21	24	O=C1CC2(CCCCCC2)Oc2ccccc21
-23	14	O=C(CN1C(=O)C2C3C=CC(C3)C2C1=O)NCCc1ccccc1 (configuration not stated)
-12	12	c1ccc2ncccc2c1
-25	6	CCOC(=O)c1cc2sccc2n1CC(=O)N1CCCc2ccccc21
-7	18	O=C1N/C(=N\N=C\c2cccs2)SC1Cc1ccc(Cl)cc1Cl (configuration not stated)
-6	20	CCOc1ccc(C2CC(c3cccc(Cl)c3)n3nc(N)nc3N2)cc1 (configuration not stated)
-17	14	Cc1ccc2c(c1)N(C(=O)CCC(=O)N1CCN(c3ccccc3)CC1)CCO2
-21	27	CSCCC(NS(=O)(=O)c1ccc(Cl)cc1)C(=O)OCC(=O)NC1CC1 (configuration not stated)
-20	12	COc1ccc(N(CC2CO2)S(=O)(=O)c2ccc(C)cc2)cc1 (configuration not stated)
12	19	CCc1cccc(NC(=O)C2CCCN2S(=O)(=O)c2ccc3c(c2)CC(C)N3C(C)=O)c1 (configuration not stated)
3	6	COc1ccc(/C=C/C(=O)C2(O)CCCCC2)cc1
-13	21	CCCn1c(C(O)c2ccc(OCC)cc2)nc2ccccc21 (configuration not stated)
-27	30	O=C(Nc1ccccc1)C1CCN(c2nccs2)CC1
-8	6	O=C1CN(C(=O)COC(=O)CCS(=O)(=O)c2ccccc2Cl)c2ccccc2N1
-39	9	Cc1ccc(C(=O)Nc2ccccc2C(=O)N2CCCCCC2)cc1
-14	9	Cc1cc(C)c(NC(=O)Cn2c([N+](=O)[O-])cnc2C)c(C)c1
-35	17	CCOc1cc(N2CCOCC2)c(OCC)cc1NC(=O)Cc1cccc2ccccc12
-7	21	CC(=O)NC(=O)NC1OC(=O)C(Cl)=C1Cl (configuration not stated)
-14	29	COc1cccc(C(=O)N2CCC(n3nccc3NC(=O)C(OC)c3ccccc3)CC2)c1 (configuration not stated)
-17	10	OC1(c2cccc(C(F)(F)F)c2)CCN(Cc2nnnn2CCc2ccccc2)CC1
-18	23	c1ccc(CN2CCC(Nc3nc(-c4cccnc4)nc4ccccc34)CC2)cc1
2	4	CCCCCCCN(C(=O)CCl)c1cccc(C)c1
-16	13	COc1cccc(CNC(=O)CCCCCn2c(=S)[nH]c3ccc(N4CCOCC4)cc3c2=O)c1
-20	12	Cc1ccc(C(=O)/C=C/c2cn(CN3CCN(C)CC3)c3ccccc23)cc1
-4	-7	CS(=O)(=O)N(CC(=O)N1CCCC1)c1ccc(Cl)cc1Cl
-16	14	Cc1ccc2c(Cl)cc(Cl)c(OCC(=O)Nc3cccc(S(N)(=O)=O)c3)c2n1
-11	9	COC(=O)Cn1c(C)c(C(C)=O)c(C(C)=O)c1C
-12	23	CCOc1ccccc1OCC(=O)OCc1csc(CC(=O)Nc2ccccc2C)n1
-6	4	c1ccc(CCC2Cc3ccccc3N2)cc1 (configuration not stated)
-3	13	CCc1nc2ccccc2n1CCc1ccccc1
-1	7	Cc1cc(C)c(N2C(=NC(=O)CCCC(=O)O)SC3CS(=O)(=O)CC32)c(C)c1 (configuration not stated)
-10	6	COCCN(C(=S)Nc1ccc(C)cc1C)C(C)c1ccco1 (configuration not stated)
-2	17	O=C(N/N=C/c1ccccc1C(F)(F)F)c1ccc2nc[nH]c2c1
-11	6	CNCC(C)COc1ccccc1OCc1ccccc1 (configuration not stated)
-19	19	Cc1cc(N)n2nc(-c3ccccc3)cc2n1
-30	-4	O=C(NCC1CCCO1)C(c1ccc(F)cc1)N(Cc1ccc2c(c1)OCO2)C(=O)c1ccc(CN2CCOCC2)o1 (configuration not stated)
-19	4	CC(C)C(=O)Nc1ccc2c(c1)nc(CCN1CCN(C)CC1)n2C
-23	6	CC(=O)NNC(=O)CCn1nnc2ccccc21
-30	8	COc1ccccc1CNS(=O)(=O)N(C)C
-11	14	CCC(=O)N/N=C(\C)CC(=O)Nc1cccc([N+](=O)[O-])c1
4	4	COc1ccc(Oc2c(O)c3ccccc3n(C)c2=O)cc1
-23	17	Cc1nn(C(C)C(=O)NCCCN2CCCCCC2)c(=O)c2c1sc1ccccc12 (configuration not stated)

# Later entries.
OX1R antag-2	OX1R antag-1	compound
-16	-1	Cc1oc(-c2ccc(Cl)cc2)nc1CS(=O)CC(=O)NC1CCCCCC1 (configuration not stated)
-14	28	COc1ccc(OC)c(NC(=O)C23CCC(C)(C(=O)O2)C3(C)C)c1 (configuration not stated)
-2	10	Cc1cc(NC(=O)CSC2=NS(=O)(=O)c3cc(Cl)ccc3N2)no1
-14	11	N=c1c2c3c(sc2ncn1N)CCCC3
-1	-5	CNC(=O)c1c[nH]n2c(=O)c(Cc3ccccc3F)c(C)nc12
-23	20	Cc1cc(Nc2cccc(Cl)c2)c2ccccc2n1
-26	11	COCCN(C(=O)c1csnn1)C(C(=O)NC1CCCC1)c1ccc(C)cc1 (configuration not stated)
-26	19	Cc1ccc(N2C(=O)[C@@H]3[C@H](C2=O)C2c4ccccc4C=NN2[C@@H]3C(=O)c2ccc(Cl)cc2)cc1 (some centres not stated)

# Ordered by value in OX1R antag-1 (lowest first): 3 of the compounds above.
SMILES | OX1R antag-1
CNC(=O)c1c[nH]n2c(=O)c(Cc3ccccc3F)c(C)nc12 | -5
Cc1ccc(N2C(=O)[C@@H]3[C@H](C2=O)C2c4ccccc4C=NN2[C@@H]3C(=O)c2ccc(Cl)cc2)cc1 (some centres not stated) | 19
COc1ccc(OC)c(NC(=O)C23CCC(C)(C(=O)O2)C3(C)C)c1 (configuration not stated) | 28

# (list continues)
OX1R antag-2	OX1R antag-1	compound
-12	14	CSC(=O)NC(=O)NC(=O)c1ccc([N+](=O)[O-])cc1
0	15	CCOc1ccccc1CNC(=O)c1cc2oc3ccccc3c2n1C
-3	10	CCOCCc1nnc(NC(=O)c2cccs2)s1
-19	16	CCS(=O)(=O)c1ccc2c(c1)N(S(C)(=O)=O)CC(C(=O)NCCOC)O2 (configuration not stated)
-12	10	c1nc(N2CCCC2)c2[nH]cnc2n1
4	14	COc1ccc(CNC(C)(C)C)cc1Cl
-5	12	O=C(NNC(=S)NC(=O)c1ccccc1[N+](=O)[O-])c1ccccc1
-31	28	C=CCNc1nc(Nc2ccc(-c3nc4ccccc4o3)cc2)nc(N2CCOCC2)n1
-18	13	Cc1ccc2c(Cl)c(C(=O)Nc3nn[nH]n3)sc2c1
-31	15	COc1cccc(C2=CC(c3ccc(OC)c(OC)c3OC)n3nnnc3N2)c1 (configuration not stated)
1	16	CC(=O)c1ccc(C(=O)Nc2ccc(N3CCOCC3)cc2)cc1
9	13	CCc1ccc(OC(C)C(=O)Nc2ccc(S(=O)(=O)Nc3nccs3)cc2)cc1 (configuration not stated)
-39	2	COC(=O)c1ccccc1S(=O)(=O)N1CCCC(c2nc3c(nnn3Cc3ccc(C)cc3)c(=O)[nH]2)C1 (configuration not stated)
-26	5	COc1ccc(/C=N/NC(=S)Nc2ccccc2)cc1COc1ccc(Br)cc1
-10	5	O=C(NC1CC(=O)N(c2ccc3c(c2)OCCO3)C1)N1CCC(O)CC1 (configuration not stated)
-28	16	COc1ccccc1-c1nnc2sc(COc3ccc(F)cc3)nn12
-21	15	COc1ccccc1N/C=C/C(=C(C#N)C#N)N(C)C
-16	31	O=C(NC1c2ccccc2-c2ccccc21)c1ccco1
-18	47	COc1cc(C)ccc1OCCOc1ccccc1Cl
-17	9	O=C(Cn1c(O)c(N=NC(=O)c2ccncc2)c2ccccc21)Nc1ccccc1
1	10	COc1ccc(C(C(=O)NC(C)(C)C)N(C(=O)CNC(=O)c2cccs2)c2ccc(NC(C)=O)cc2)cc1OC (configuration not stated)
-32	46	CCO[C@@H]1OC(C(=O)NC2CC2)=C[C@H](c2csc3ccccc23)[C@H]1CCCO
-11	3	Cc1occc1C(=O)N1CCN(S(=O)(=O)c2ccccc2)CC1
-19	-8	O=C(NCCCn1ccnc1)c1ccccc1Cl
-10	12	O=C(Cc1cccs1)NNC(=S)NC(=O)c1ccco1
-15	27	CC(OC(=O)c1ccc(S(=O)(=O)NCc2ccco2)cc1)C(=O)Nc1ncc(Cl)cc1Cl (configuration not stated)
-13	41	Cc1c(Cl)cccc1NC(=O)NNC(=O)CCc1ccccc1
0	10	Cn1c(=O)[nH]c(=O)c2c1nc(CN1CCN(Cc3ccccc3)CC1)n2CC(N)=O
-12	-1	COc1ccc(C(=O)CC(=O)C(=O)Nc2ccc([N+](=O)[O-])cc2C)cc1
-6	8	COc1ccc(-c2c(C#N)c(N)nc(Sc3ccc(Cl)cc3)c2C#N)cc1
